FN deposition inh: fibronectin deposition inhibition; AH1F fibroblasts, Alexa488-fibronectin deposition fluorescence, overnight; inhibition, % at 12.6 µM; 350,000 compounds, 0.086% hits; AID 743247;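 active = mean inhibition across replicates of 30% or more, regardless of how many single replicates reach that level; inconclusive = mean under 30% yet at least half of replicates reach 30%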;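 note: positive control wells lacked labelled fibronectin entirely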
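test system = AH1F fibroblasts assembling fluorescent fibronectin matrix | quantity = 10000 AH1F cells per well | buffer or medium = DMEM plus 2% serum, read in PBS | doses = single dose, pinned | incubation = 1 h cell attachment, overnight exposure to compound and label | detection = fluorescence at 485 nm excitation, 525 nm emission | read-out basis = inhibition from reduced deposited-fibronectin fluorescence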
F508del corr: CFTR F508del correction in bronchial cells; activity (quench increase), % at 7.58 µM; 350,000 compounds, 0.36% hits; CFBE cells, YFP halide quenching; stimulated with forskolin plus potentiator P3; % fluorescence drop versus neutral controls; AID 720511;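 active = mean added fluorescence quench of at least 8% versus neutral control, with both replicates also reaching 8%; inconclusive = only one of the mean or replicate conditions met; inactive = mean below 8% and not both replicates reaching 8%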;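 note: cells transiently co-express mutant CFTR-F508del with the halide-sensitive YFP; corrector assay measuring rescue of mutant channel to the surface after 24 h compound exposure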
INS-1E GSIS act: primary screen for activators of insulin secretion dependent on glucose, INS-1E cells, GLuc reporter luminescence; INS-1E GLuc reporter insulin secretion, 2-3 h; activation, % at 16.6 µM; 370,000 compounds, 0.61% hits;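 active = lowest replicate activation of at least 40%, so every replicate reaches that level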;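 note: 0% = median of neutral control wells and 100% = median of IBMX positive control wells; some compounds called inactive have numbers as strong as hits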
DENV2 CPE: protects cells from dengue virus 2 cytopathic effect. DENV2-infected cells, cytopathic effect rescue, plate reader. CPE inhibition, % at 9.99 µM. 350,000 compounds, 1.7% hits. AID 651640; in the data active = CPE inhibition above about 20%, passing the limit was not always enough; inconclusive = no clear call, values can overlap the other calls; tested in BHK-21 cells;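 note: 0% = median of neutral control wells and 100% = median of positive control wells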
EWS-Fli block: inhibitors of EWS/Fli oncoprotein transcriptional activity; AID 651661; inhibition, % at 12.6 µM; 350,000 compounds, 0.67% hits; A673 NR0B1-luciferase reporter, viability-normalised;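 active = mean inhibition of at least 50% after viability correction, with every replicate also passing that limit; inconclusive = mean reaches 50% but only one of two replicates passes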;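 note: firefly luciferase signal divided by Alamar Blue viability fluorescence both relative to DMSO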
miR122 inh: blocks miR-122 activity in Huh7 sensor cells; AID 602342; activation (reporter increase), % at 12.5 µM; 340,000 compounds, 0.3% hits; Huh7 miR-122 Renilla luciferase sensor, 48 h; neutral wells = 0, positive control = 100;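 active = mean replicate activation score at least 90 and every replicate individually at or above 90; inconclusive = only one of the two criteria met; inactive = neither criterion met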;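 note: higher luciferase means less miR-122 activity so hits act as miR-122 inhibitors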
PAX8 inh HTS: lowers PAX8-driven luciferase in RMG-I cells | RMG-I TPO-luciferase reporter, SteadyGlo, 24 h | inhibition, % at 12.6 µM | 360,000 compounds, 1.2% hits | AID 652154;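 active = mean replicate inhibition at least 60% with every replicate also reaching 60%; inconclusive = only one of the two criteria is met; inactive = mean below 60% and not all replicates reaching 60%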;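 note: luciferase light reporting Pax8 driven TPO promoter activity; plate controls were median of neutral control wells for no effect and mitoxantrone controls for full effect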
Active calls of the source: *; ? = inconclusive; nt = not tested or not shown; & = joins results of further samples; [ ] = remark or other dose.

Molecule | PAX8 inh HTS | FN deposition inh | miR122 inh | INS-1E GSIS act | EWS-Fli block | DENV2 CPE | F508del corr
Cc1cccc(N2CCN(CCCNC(=O)C3CCCN(c4ncnc5c4nc4n5CCCCC4)C3)CC2C)c1 (stereo not drawn) | 52 | 9 | -8 | 0 | 35 | 12 | 2.0
O=C(CNC(=O)c1ccco1)N/N=C/c1ccc(C(=O)O)cc1 | 20 | -1 | 0 | 48* | 5 | 1 | 1.1
CCOc1ccc(C(=O)Nc2nnc(C3=COCCO3)o2)cc1 | -8 | 8 | -1 | 10 | nt | 0 | -0.5
O=C(CCN1CCCCC1)N[C@H]1CC[C@H](CCNS(=O)(=O)c2ccc(F)cc2)O[C@H]1CO | -25 | nt | nt | 15 | 4 | -6 | -0.2
Cc1ccc(C(=O)NCC(=O)NCCCc2ccccc2)s1 | -17 | 0 | 0 | 10 | -2 | -1 | -1.3
C[C@H](CO)N1C[C@H](C)[C@@H](CN(C)C(=O)CCC(F)(F)F)OCCCC[C@H](C)Oc2ccc(NC(=O)c3ccccc3)cc2C1=O | 7 | -6 | 13[16.7 µM] | -17 | 6 | 15 | -0.5
CN1/C(=C/C(=O)CSc2ccccc2C(=O)O)C(C)(C)c2ccccc21 | -3 | -6 | -2 | nt | 11 | 1 | 0.8
CCn1c(CNC(=O)c2ccco2)nnc1SCC(=O)Nc1ccccc1Cl | 21 | 1 | 0 | -4 | 5 | 9 | -3.3
CCCCn1c(N)c(N(CCOC)C(=O)c2cc(-c3ccccc3Cl)nc3ccccc23)c(=O)[nH]c1=O | 1 | nt | nt | -15 | 1 | -5 | -0.8
CCOC(=O)CSc1nnc(NC(=O)c2cc([N+](=O)[O-])cc([N+](=O)[O-])c2)s1 | -4 | 7 | nt | -24 | nt | nt | nt
C[C@H](CO)N1C[C@H](C)[C@H](CN(C)C(=O)Nc2ccccc2)Oc2ncc(-c3ccccc3)cc2C1=O | -20&0 | nt | -4&-5[16.7 µM] | -9 | 3&3 | 2&-1 | 0.9&-0.1
CO[C@H](CN(C)S(=O)(=O)c1cccc(Cl)c1)[C@H](C)CN(C(=O)Nc1ccccc1F)[C@H](C)CO | nt | 7 | nt | -18 | -12 | 3 | 0.0

Profiles, looked up by structure.
CCn1c(CNC(=O)c2ccco2)nnc1SCC(=O)Nc1ccccc1Cl as listed: PAX8 inh HTS = 21; FN deposition inh = 1; miR122 inh = 0; INS-1E GSIS act = -4; EWS-Fli block = 5; DENV2 CPE = 9; F508del corr = -3.3
C[C@H](CO)N1C[C@H](C)[C@@H](CN(C)C(=O)CCC(F)(F)F)OCCCC[C@H](C)Oc2ccc(NC(=O)c3ccccc3)cc2C1=O as listed: PAX8 inh HTS = 7; FN deposition inh = -6; miR122 inh = 13[16.7 µM]; INS-1E GSIS act = -17; EWS-Fli block = 6; DENV2 CPE = 15; F508del corr = -0.5

Next part:
Molecule | PAX8 inh HTS | FN deposition inh | miR122 inh | INS-1E GSIS act | EWS-Fli block | DENV2 CPE | F508del corr
CCOC(=O)C1(Cc2ccccc2)CCCN(C(=O)c2ccc(-n3ccnc3)cc2)C1 (stereo not drawn) | -45 | -3 | -10 | -20 | nt | -6 | -5.5
Cc1ccc(C(=O)OCN2C(=O)c3ccccc3C2=O)cc1S(=O)(=O)N1CCOCC1 | -16 | -2 | -4 | 35 | 7 | -3 | -1.7
CC(C)NC(=O)N(C)C[C@H]1Oc2ccc(NC(=O)Nc3ccc(C(F)(F)F)cc3)cc2C(=O)N([C@H](C)CO)C[C@H]1C | 35 | nt | 3[16.7 µM] | -5 | 4 | 3 | 0.5
C/C=C/c1ccc2c(c1)O[C@H](CN(C)Cc1ccccc1)[C@@H](C)CN([C@@H](C)CO)S2(=O)=O | -1 | -1 | 12[16.7 µM] | -20 | 17 | 14 | -0.3
Cc1ccc(S(=O)(=O)CCC(=O)OCn2nnc3ccccc3c2=O)cc1 | 2 | 4 | 2 | 22 | -4 | 0 | -1.5
COC(C(=O)Nc1ccc(S(=O)(=O)Nc2ccc(C)c(C)c2)cc1)c1ccccc1 (stereo not drawn) | 19 | -4 | nt | -33 | nt | nt | nt
Cc1ccc(CNC(=O)CCC(=O)N2CC(C)Sc3ccccc32)cc1 (stereo not drawn) | 2 | -1 | -5 | -10 | 6 | 3 | 1.7
Cc1cc(C)c(C(=O)N2CCCC(C(=O)c3cc(F)ccc3F)C2)o1 (stereo not drawn) | -7 | 9 | nt | -3 | 12 | nt | -1.5
CCOc1cc(S(=O)(=O)N2CCCC2)c(C)cc1C | 16 | -4 | nt | 4 | 8 | 4 | -2.4
COc1ccc(CCCc2nnc(SCC(=O)Nc3cccc(C)c3)o2)cc1 | nt | nt | -2 | -4 | nt | -4 | nt
O=C1CCCCCN1CP(=O)(O)CN1CCOCC1 | nt | nt | nt | -4 | 2 | nt | -2.8
CN1CCN(C(=S)NC(CC(=O)c2ccccc2)c2ccccc2)CC1 (stereo not drawn) | -6 | 1 | 53 | -5 | -3 | 1 | 0.2
O=C(O)c1ccccc1/C=N/Nc1ccc(S(=O)(=O)Nc2ccc(Cl)cc2)cc1[N+](=O)[O-] | 7 | 5 | nt | -43 | 7 | ? | -2.2
COc1ccc2c(c1)c(=O)oc1cc(OCC(=O)N3CCc4ccccc4C3)ccc12 | 18 | 4 | -8 | nt | nt | nt | nt
Cc1cc(C)c(C)c(S(=O)(=O)N2CCC(C(=O)NCc3ccco3)CC2)c1C | -2 | -4 | -4 | -26 | -2 | -7 | 3.4
Cc1cccc(N2CCN(C(=S)Nc3ccc4nc(N5CCOCC5)cc(C)c4c3)CC2C)c1 (stereo not drawn) | 6 | 1 | 2 | -2 | nt | nt | nt
CC1(C)CC(=O)C(C(C2=C(O)CC(C)(C)CC2=O)c2ccc(Cl)c([N+](=O)[O-])c2)C(=O)C1 (stereo not drawn) | -10 | nt | nt | 0 | 0 | nt | -0.7
O=C(O)CCC(=O)OCCN(Cc1ccc(Oc2ccc([N+](=O)[O-])cc2)cc1)C(=O)C(Cl)Cl | 6 | -13 | nt | 11 | 1 | -2 | 1.6
CC(C)Sc1ncc(S(=O)(=O)c2ccccc2)c(=O)[nH]1 | 27 | 0 | 4 | 17 | 2 | 2 | 2.1
C[C@@H]1CN([C@H](C)CO)C(=O)c2cc(NS(=O)(=O)c3cccs3)ccc2O[C@H]1CN(C)S(=O)(=O)c1cn(C)cn1 | -8 | -6 | -3[16.7 µM] | 22 | 4 | 1 | 1.7
C[C@H]1CN([C@@H](C)CO)C(=O)c2cc(C#CC3(O)CCCC3)cnc2O[C@H]1CN(C)C(=O)C1CCC1 | -22 | nt | -12[16.7 µM] | 16 | -5 | nt | 1.4
COc1ccc(NC(=O)N(C)C[C@@H]2Oc3ncc(-c4ccccc4)cc3C(=O)N([C@H](C)CO)C[C@@H]2C)cc1 | nt | -13 | -3[16.7 µM] | -15 | -3 | nt | -0.3
Cc1cc(C#N)c(C)n1-c1cc(C(F)(F)F)ccc1N1CCOCC1 | nt | nt | -1 | -8 | 3 | nt | 7.7
CCOc1ccc(NC(=O)COC(=O)c2ccc3c(c2)OCO3)cc1 | 0 | 3 | -9 | 12 | -1 | -8 | -0.1
Cc1ccc(S(=O)(=O)N(C)C[C@H]2OCCCC[C@H](C)Oc3ccc(NS(=O)(=O)c4ccccc4)cc3C(=O)N([C@H](C)CO)C[C@@H]2C)cc1 | 62* | -1 | -1[16.7 µM] | -9 | 20 | 0 | -0.2
CCOC(=O)Cc1csc(NC(=O)CN2CCN(CC)CC2)n1 | 10 | -1 | 5 | 5 | -3 | -1 | -4.6
CCCCN(C(=O)CSCC(=O)Nc1ccc(OC)cc1)c1c(N)n(CCC)c(=O)[nH]c1=O | -3 | 4 | 2 | 8 | 0 | -5 | -1.7
CC(C)NC(=O)C1(C)CCN1C(=O)C1(c2ccccc2)CCCC1 (stereo not drawn) | -2 | -13 | 4 | 5 | -2 | 0 | -2.3
O=C(CCC(=O)Nc1cccc([N+](=O)[O-])c1)NCc1ccccc1 | -6 | -2 | nt | -1 | 3 | 10 | -0.3
C[C@H](CO)N1C[C@H](C)[C@H](CN(C)C(=O)Nc2ccc(C(F)(F)F)cc2)Oc2ccc(NS(=O)(=O)c3ccc(Cl)cc3)cc2C1=O | 6 | nt | 6[16.7 µM] | -19 | -4 | nt | -0.5
O=C(NC(Cc1c[nH]c2ccccc12)c1nnc2n1CCCCC2)c1ccc(Cl)cc1 (stereo not drawn) | nt | 0 | 4 | 16 | nt | nt | nt
Cc1ccc(N(Cc2ccccc2)C(=O)Cc2ccc(S(=O)(=O)N3CCOCC3)s2)cc1 | 9 | -1 | -3 | -43 | -6 | 12 | 0.0
O=C(CN1C(=O)NC2(CCCCCC2)C1=O)c1ccc(OC(F)F)cc1OC(F)F | 3 | -7 | nt | -6 | 5 | 3 | 0.0
CCc1ccc(C2C(C#N)=C(N)OC3=C2C(=O)CCC3)s1 (stereo not drawn) | 5 | nt | -8 | 4 | -1 | 12 | -1.9
CCOc1ccc2nc(SCC3CC3(Cl)Cl)[nH]c2c1 (stereo not drawn) | -162 | 6 | nt | nt | -128 | -5 | 0.7
N#CC1=C(N)Oc2cc(N)ccc2C1c1ccc(F)cc1 (stereo not drawn) | 22 | 2 | 1 | nt | nt | nt | nt
C/C=C/c1cnc2c(c1)C(=O)N([C@@H](C)CO)C[C@@H](C)[C@@H](CN(C)Cc1ccncc1)O2 | nt | nt | -1[16.7 µM] | 1 | -6 | 9 | -0.6
CSc1ccccc1NC(=O)CN(C)CC(=O)Nc1ccccc1F | -12 | 3 | -1 | 17 | nt | nt | nt
COc1ccccc1C#Cc1cnc2c(c1)C(=O)N([C@H](C)CO)C[C@H](C)[C@H](CN(C)C(=O)CC1CC1)O2 | nt | 15 | 3[16.7 µM] | 4 | -1 | -5 | 0.1
CC(=O)Nc1cc(-c2ccc(C(=O)N3CCOCC3)cc2)cn2c(-c3ccc(F)cc3)cnc12 | 23 | 3 | 11 | -5 | -1 | 15 | -0.9
COc1ccc(C(=O)CSc2n[nH]c(C)n2)cc1[N+](=O)[O-] | -3 | 0 | -3 | -9 | -2 | 1 | -9.9
Cc1noc(C)c1S(=O)(=O)Nc1ccc2c(c1)C(=O)N([C@H](C)CO)C[C@H](C)[C@@H](CN(C)Cc1ccc3c(c1)OCO3)OCCCC[C@@H](C)O2 | ? | nt | 3[16.7 µM] | 1 | -8 | 7 | 0.2
Cc1ccc2c(c1)nnc1nnc(SCC(=O)O)n12 | 20 | -9 | 2 | -31 | -14 | 2 | 0.6
Cc1nn(CCCC(=O)NCc2ccccc2)c(=O)c2nn(-c3ccccc3)c(C)c12 | 25 | 3 | 6 | 11 | -2 | -4 | 1.3
O=C(CCN1CCCCC1)N=Nc1c(O)[nH]c2ccccc12 | 29 | 8 | 2 | 6 | 3 | 4 | -2.5
C[C@H]1CN([C@@H](C)CO)C(=O)c2cccc(NS(C)(=O)=O)c2O[C@H]1CN(C)Cc1ccc(Cl)c(Cl)c1 | -1 | nt | 10[16.7 µM] | -1 | nt | 1 | 3.4
CC(C)NC(=O)Nc1ccc2c(c1)C(=O)N([C@H](C)CO)C[C@H](C)[C@H](CN(C)C(=O)NC1CCCCC1)OCCCC[C@H](C)O2 | 18 | nt | -5[16.7 µM] | -3 | nt | 3 | 1.2
O=C(CCn1c(=O)c2sccc2n(CC(=O)OCc2ccccc2)c1=O)NCc1ccco1 | nt | -2 | -1 | 17 | nt | nt | nt
Cc1ccc(OCC(=O)NC2CCCC(C)C2C)c([N+](=O)[O-])n1 (stereo not drawn) | -20 | 4 | 5 | 13 | -19 | 1 | 1.4
COc1ccc(NC(=O)CSc2ncn[nH]2)c([N+](=O)[O-])c1 | nt | -2 | -1 | 15 | nt | nt | nt
Cc1ccccc1OCC(=O)NCCCNC(=O)c1ccccn1 | 12 | 2 | 4 | -5 | -9 | ? | -1.8

Screening data from PubChem BioAssay.
